VIM-2 inhibitor = inhibitors of Pseudomonas aeruginosa VIM-2 metallo-beta-lactamase; purified VIM-2, nitrocefin hydrolysis, epi-absorbance fluorescence; inhibition, % at 5.6 µM; hit rate 0.89% among 290,000;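 active = inhibition above the mean of all tested compounds plus 3 SD, cutoff set per screening run, cut at about 7.5% in these data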;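 note: red hydrolysis product quenches plate fluorescence so inhibitors raise well fluorescence; 0% = enzyme with DMSO and 100% = DMSO without enzyme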
UBC9 SUMO inh = SUMOylation inhibition. hit rate 0.36% among 290,000. inhibition, % at 35 µM. HTRF SUMOylation assay, SAE1/SAE2 + UBC9, in vitro. AID 2006; in the data active = inhibition above about 50%, passing the limit was not always enough; note: strong numbers were not always called active
IDE cell inh = cellular human IDE inhibition. HEK cells, FAbetaB cleavage, fluorescence polarization. inhibition, % at 5.59 µM. hit rate 0.41% among 320,000. AID 434962;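 active = percent inhibition above the average of all tested compounds plus 3 SD, set per screening campaign, cut at about 16% in these data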;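 note: IDE supplied by intact live HEK cells; FP after avidin binding of uncleaved biotin substrate so inhibition keeps polarization high; 0% = DMSO wells and 100% = 60 µM reference IDE inhibitor Ii1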
M18AAP inhibitor = PfM18AAP enzyme inhibition; recombinant PfM18AAP, H-Glu-NHMec fluorogenic cleavage; inhibition, % at 7.35 µM; hit rate 1.2% among 290,000;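 active = inhibition above the campaign mean inhibition over all tested compounds plus 3 SD, cut at about 28% in these data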;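 note: 0% = plate median of test compound wells and 100% = 2 mM ZnCl2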
FID counter = displaces DNA intercalator in HCV helicase counter-screen; DNA fluorescent intercalator displacement, fluorescence; inhibition, % at 7.9 µM; hit rate 0.17% among 290,000; in the data active = inhibition above about 37%;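 note: 0% = vehicle and 100% = reference compound; higher means more ethidium bromide displaced from hairpin DNA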
IDE act = activators of human insulin-degrading enzyme in cells | P14735 | HEK cells, FAbeta-B cleavage, fluorescence polarization; 0% vehicle, 100% cell-free pure enzyme wells | activation, % at 5.96 µM | hit rate 0.073% among 340,000;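 active = activation above the mean of all tested compounds plus 3 SD, set per screening campaign, cut at about 17% in these data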
IMP-1 inhibitor = blocks Pseudomonas aeruginosa IMP-1 metallo-beta-lactamase; hit rate 0.45% among 290,000; purified IMP-1, nitrocefin hydrolysis, epi-absorbance fluorescence; AID 1556; inhibition, % at 5.6 µM;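 active = inhibition above the mean plus 3 SD of all compounds in the same screening run, cut at about 4.5% in these data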;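 note: 0% = IMP-1 with DMSO and 100% = DMSO wells lacking enzyme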
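Material – recombinant IMP-1 enzyme, purified · Amount – IMP-1 0.2 nM before substrate addition · Medium – HEPES buffer pH 7.1 with ZnSO4 and Brij 35 · Timing – 25 °C, 15 min preincubation, 25 min reaction · Measured by – plate fluorescence quenching by hydrolysis product, ex 480/em 530 nm · Read-out – percent enzyme inhibition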
p-CIP stab down = p/CIP protein destabilization; Q05BA5; F442A p/CIP-EGFP cells, EGFP fluorescence, 16 h; decrease of EGFP signal, % at 10 µM; hit rate 0.01% among 290,000; AID 1984;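 active = EGFP signal decrease of at least 30% at 10 µM or well 3 SD below plate mean, unless failing retest; inactive = the rest, including hits failing retest or dose response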; note: some compounds called inactive have numbers as strong as hits; many of its hits are not listed in these tables
Target sequence (Q05BA5 1-1403): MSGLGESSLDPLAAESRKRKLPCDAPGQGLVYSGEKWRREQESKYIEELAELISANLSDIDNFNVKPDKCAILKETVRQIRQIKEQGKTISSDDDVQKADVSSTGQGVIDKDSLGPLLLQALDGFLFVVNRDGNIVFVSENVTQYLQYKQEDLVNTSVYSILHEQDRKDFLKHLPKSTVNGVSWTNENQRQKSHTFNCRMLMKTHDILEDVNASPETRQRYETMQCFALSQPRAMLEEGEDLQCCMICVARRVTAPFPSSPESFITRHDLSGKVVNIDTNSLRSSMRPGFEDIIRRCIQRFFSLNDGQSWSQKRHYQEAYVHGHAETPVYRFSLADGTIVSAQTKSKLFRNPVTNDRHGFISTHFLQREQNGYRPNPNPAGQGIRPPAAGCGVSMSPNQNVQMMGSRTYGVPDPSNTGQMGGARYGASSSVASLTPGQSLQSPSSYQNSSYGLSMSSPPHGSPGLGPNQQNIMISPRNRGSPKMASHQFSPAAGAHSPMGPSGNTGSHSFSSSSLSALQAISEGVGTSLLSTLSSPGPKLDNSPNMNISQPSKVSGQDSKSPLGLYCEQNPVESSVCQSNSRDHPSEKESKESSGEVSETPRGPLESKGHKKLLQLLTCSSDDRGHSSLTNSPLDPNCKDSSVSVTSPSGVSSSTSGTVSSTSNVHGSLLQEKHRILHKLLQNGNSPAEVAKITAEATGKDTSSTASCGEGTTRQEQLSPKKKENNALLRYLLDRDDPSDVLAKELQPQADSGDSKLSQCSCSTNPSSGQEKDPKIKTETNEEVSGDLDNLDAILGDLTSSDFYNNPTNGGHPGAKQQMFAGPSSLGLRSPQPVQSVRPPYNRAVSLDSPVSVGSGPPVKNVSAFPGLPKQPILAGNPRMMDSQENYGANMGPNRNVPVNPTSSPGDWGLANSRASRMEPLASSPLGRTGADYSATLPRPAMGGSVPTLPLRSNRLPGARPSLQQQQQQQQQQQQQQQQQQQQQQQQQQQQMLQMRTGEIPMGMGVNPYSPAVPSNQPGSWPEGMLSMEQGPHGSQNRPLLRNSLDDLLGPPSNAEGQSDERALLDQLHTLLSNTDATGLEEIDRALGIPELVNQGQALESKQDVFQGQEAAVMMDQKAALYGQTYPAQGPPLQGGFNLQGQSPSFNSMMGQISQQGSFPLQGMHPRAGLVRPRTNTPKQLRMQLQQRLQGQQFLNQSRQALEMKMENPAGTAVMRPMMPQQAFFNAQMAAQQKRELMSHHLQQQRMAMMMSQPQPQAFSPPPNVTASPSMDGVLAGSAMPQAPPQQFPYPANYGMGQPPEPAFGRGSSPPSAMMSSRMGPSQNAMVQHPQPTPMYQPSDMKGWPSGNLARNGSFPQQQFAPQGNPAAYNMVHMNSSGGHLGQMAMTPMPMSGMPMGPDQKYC
NS3 helicase inh = HCV NS3 helicase inhibition | hit rate 0.56% among 290,000 | AID 1800 | inhibition, % at 10.9 µM | NS3 helicase DNA unwinding, Cy5 molecular beacon fluorescence;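 active = inhibition above the mean of all tested compounds plus 3 SD, set per campaign, cut at about 35% in these data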;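 note: 0% = DMSO wells and 100% = thioflavine S control wells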
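test system = hepatitis C virus NS3 helicase domain fragment enzyme | reagent = annealed dual-labelled DNA beacon duplex, ATP-started | times = 1 h at 25 °C | detection = Cy5 fluorescence, 0 and 60 min reads | read-out basis = percent inhibition from t60/t0 fluorescence ratio | control set = DMSO and thioflavine S | replication = one well per compound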
An asterisk follows results filed as active; . = no result given.

The opening seven records as a preview:
Every second line gives: VIM-2 inhibitor	UBC9 SUMO inh	IDE cell inh	M18AAP inhibitor	FID counter	IDE act	IMP-1 inhibitor	p-CIP stab down	NS3 helicase inh
O=C1c2ccccc2-c2c1cccc2C(=O)N1CCCCCC1
    -1.8	-14.7	-7.0	1.6	-24.8	-3.5	-0.9	1.3	-2.8
CCOc1ccc(-c2nc(CCl)cs2)cc1OC
    -0.5	8.6	6.7	-9.0	-0.8	-4.6	0.6	-1.6	-6.8
C=CCSc1ncc(C#N)c(N)n1
    0.0	-6.5	2.5	-7.5	1.4	3.5	-1.2	-6.1	-4.5
CCNC(=O)c1sccc1-n1cccc1
    -0.3	-11.4	0.1	10.7	5.7	-1.2	0.8	2.2	8.4
C[C@@H]1NC(=O)[C@H](CCCN=C(N)N)NC(=O)c2cc([N+](=O)[O-])cc(I)c2OCC[C@@H](C(=O)NC(CC(=O)O)C(N)=O)NC1=O (stereo partly specified)
    -2.3	10.8	1.7	-3.2	-14.1	.	-1.8	-4.7	8.0
COc1cc2c(cc1OC)C(C)N(C(=O)c1cccs1)CC2 (stereo unspecified)
    -2.2	-1.4	0.8	1.5	-12.4	8.3	-0.2	-1.5	-15.8
CC(=O)c1cc(CN2CCCCC2)cc(OC(C)C)c1
    -3.9	5.0	7.8	0.9	-2.4	1.1	-3.5	1.3	-1.0

The listing, previewed entries included:
Every second line gives: VIM-2 inhibitor	UBC9 SUMO inh	IDE cell inh	M18AAP inhibitor	FID counter	IDE act	IMP-1 inhibitor	p-CIP stab down	NS3 helicase inh
O=C1c2ccccc2-c2c1cccc2C(=O)N1CCCCCC1
    -1.8	-14.7	-7.0	1.6	-24.8	-3.5	-0.9	1.3	-2.8
CCOc1ccc(-c2nc(CCl)cs2)cc1OC
    -0.5	8.6	6.7	-9.0	-0.8	-4.6	0.6	-1.6	-6.8
C=CCSc1ncc(C#N)c(N)n1
    0.0	-6.5	2.5	-7.5	1.4	3.5	-1.2	-6.1	-4.5
CCNC(=O)c1sccc1-n1cccc1
    -0.3	-11.4	0.1	10.7	5.7	-1.2	0.8	2.2	8.4
C[C@@H]1NC(=O)[C@H](CCCN=C(N)N)NC(=O)c2cc([N+](=O)[O-])cc(I)c2OCC[C@@H](C(=O)NC(CC(=O)O)C(N)=O)NC1=O (stereo partly specified)
    -2.3	10.8	1.7	-3.2	-14.1	.	-1.8	-4.7	8.0
COc1cc2c(cc1OC)C(C)N(C(=O)c1cccs1)CC2 (stereo unspecified)
    -2.2	-1.4	0.8	1.5	-12.4	8.3	-0.2	-1.5	-15.8
CC(=O)c1cc(CN2CCCCC2)cc(OC(C)C)c1
    -3.9	5.0	7.8	0.9	-2.4	1.1	-3.5	1.3	-1.0
O=C(Nc1nccs1)C1CC(=O)N(Cc2ccco2)C1 (stereo unspecified)
    -0.4	3.6	-4.2	0.8	-1.6	-1.7	-1.8	9.6	3.2
O=C(CSc1nnc(C2COc3ccccc3O2)o1)N1CCCCC1 (stereo unspecified)
    -2.2	-4.1	2.0	-5.0	-14.4	3.0	-3.4	-10.9	-8.3
COc1ccccc1CCNC(=O)C(=O)c1cn(CC(=O)N2CCCC2)c2ccccc12
    -1.7	5.8	-3.9	-0.7	-47.0	-6.4	-2.4	1.1	-7.2
c1ccc(-c2cc(N3CCOCC3)nc(-c3ccccc3)n2)cc1
    -2.5	12.4	1.1	-7.3	2.3	5.0	-3.7	-15.7	3.8
NS(=O)(=O)c1ccccc1NC(=O)c1c(O)c2ccccc2[nH]c1=O
    -2.0	9.4	4.1	8.2	-20.4	3.6	-2.2	-18.9	8.5
CCC(C)[C@@H](N)C(=O)N/N=C/c1ccc2ncccc2c1 (stereo partly specified)
    7.8*	12.0	0.6	2.4	5.6	4.4	0.8	-8.6	1.1
CCOc1ccc(CN2CCN(Cc3cccn3-c3nccs3)CC2CCO)cc1 (stereo unspecified)
    -1.9	9.3	2.6	-17.6	8.6	5.9	-4.0	-15.1	-7.7
COc1cc([N+](=O)[O-])ccc1NC(=O)COC(=O)c1ccc(NC(N)=O)cc1
    1.9	-15.2	0.2	-11.2	-0.9	-1.9	-1.9	-3.6	-4.3
Cc1cccc2cc(C(c3nnnn3C3CCCC3)N3CCOCC3)c(=O)[nH]c12 (stereo unspecified)
    0.8	33.5	-4.4	1.1	-2.4	-1.3	-0.6	-10.3	-8.3
CC(C)c1[nH]nc2c1C(c1cccc(OC(=O)N3CCOCC3)c1)C(C#N)=C(N)O2 (stereo unspecified)
    -4.3	14.2	1.6	-0.8	-19.8	-15.6	-2.2	-5.3	12.1
CC(C)C(NS(=O)(=O)c1cccc(C(F)(F)F)c1)C(=O)N1CCc2ccccc2C1 (stereo unspecified)
    -1.7	-19.3	0.9	1.9	-30.9	3.8	0.7	2.9	0.5
O=C(Nc1cccc(C(=O)N2CCCc3ccccc32)c1)c1ccccc1
    2.5	-8.7	2.9	5.1	-30.6	0.6	2.2	3.9	13.4
CCOC(=O)c1c(N2C(=O)Nc3ccccc3N2O)sc2c1CCCC2
    -0.3	12.9	-0.2	3.1	-29.3	2.7	-1.1	2.2	28.0
COC(=O)C1=C(C)N(c2ccc(OC)c(OC)c2)C(=O)/C1=C\c1cccs1
    1.5	-3.1	8.1	17.2	-8.8	-6.5	0.9	-6.5	5.7
CC(C)c1ccc(NC2CCCN(C(=O)CN3CCOC3=O)C2)cc1 (stereo unspecified)
    -1.4	-9.6	1.7	3.3	-5.8	1.9	-2.7	-8.8	3.9
O=[N+]([O-])c1cc(S(=O)(=O)C(F)(F)F)ccc1NCC1CCCO1 (stereo unspecified)
    -2.9	1.5	-19.9	3.1	1.9	-2.9	-3.0	-16.3	-2.4
COc1ccc(/C=C2\SC(=S)NC2=O)cc1OS(=O)(=O)c1ccc(NC(C)=O)cc1
    -3.8	13.9	.	6.9	-3.6	7.5	-3.4	12.4	23.4
CCOC(=O)c1oc2ccccc2c1NC(=O)COC
    -0.8	7.8	4.6	-4.4	-2.8	1.6	-0.3	9.7	0.3
Cc1ccc(OCCN2C(=O)C(=O)c3cccc(C)c32)cc1
    -3.0	15.6	2.6	10.8	1.5	4.0	-0.3	1.6	1.6
CCCN1C(=O)c2ccccc2NC1c1cc(OC)c(OC)c(OC)c1 (stereo unspecified)
    1.0	13.5	-5.5	-1.2	-8.2	0.3	0.6	3.6	-4.2
Cc1cccc(N2C(=O)CC(c3ccc(F)cc3)C3=C2COC3=O)c1 (stereo unspecified)
    1.4	-0.3	0.8	2.8	3.4	3.6	-3.1	4.3	3.0
COC(=O)c1c(S(=O)(=O)N2CCOCC2)c(C)n(C)c1C
    -2.4	-2.2	0.1	-0.3	-5.0	2.0	-2.4	7.1	8.4
Cc1ccc(CCNC(=O)C2CCC(=O)N2CCc2ccccc2)cc1 (stereo unspecified)
    -1.0	18.0	-0.1	-1.1	-24.0	3.1	-2.3	-1.5	-2.5

Further results.
Abbreviations – A = VIM-2 inhibitor; B = UBC9 SUMO inh; C = IDE cell inh; D = M18AAP inhibitor; E = FID counter; F = IDE act; G = IMP-1 inhibitor; H = p-CIP stab down; I = NS3 helicase inh
> Cn1c(COc2ccc(Cl)cc2Cl)nnc1SCC(=O)NCC1CCCO1 (stereo unspecified)
  A = 0.5 | B = 5.0 | C = -7.6 | D = 0.0 | E = -29.3 | F = 1.6 | G = 2.0 | H = 6.4 | I = 26.9
> Brc1ccccc1-c1nnc(SCc2nc3ccccc3s2)o1
  A = -0.2 | B = 2.6 | C = -5.0 | D = -0.3 | E = -23.3 | F = 1.2 | G = -1.6 | H = 0.9 | I = 5.8
> CCN(C(=O)C1CCCN1S(=O)(=O)c1cccc2nsnc12)c1ccccc1 (stereo unspecified)
  A = -3.0 | B = 4.5 | C = 1.7 | D = -0.6 | E = -20.2 | F = 6.2 | G = -3.0 | H = -5.9 | I = -1.4
> O=C(Nc1cccc(O)c1)c1cc(-c2cccs2)on1
  A = 0.5 | B = -7.7 | C = 0.4 | D = 3.6 | E = -4.3 | F = -1.2 | G = -4.0 | H = 14.5 | I = -4.8
> O=C(c1ccccc1)N1CCN(C2CC(=O)N(CCc3ccccc3)C2=O)CC1 (stereo unspecified)
  A = -3.5 | B = -5.6 | C = 0.9 | D = -6.2 | E = -15.1 | F = 2.0 | G = -1.2 | H = -1.4 | I = 7.4
> COC(=O)Cn1c(=NC(=O)CSCC(=O)NC2CCCCC2)sc2cc(OC)ccc21
  A = -4.7 | B = 11.1 | C = 2.0 | D = -7.2 | E = -13.0 | F = 2.5 | G = -3.5 | H = -2.9 | I = -4.2
> CCc1ccc(NC(=O)CCNC(=O)Cn2ccc3ccccc3c2=O)cc1
  A = -1.2 | B = 4.8 | C = -3.6 | D = -9.9 | E = -29.3 | F = 2.0 | G = -1.3 | H = -3.5 | I = 0.5
> N/C(CN1CCCC1=O)=N\OC(=O)c1ccc(Cl)c(Cl)c1
  A = -0.3 | B = -8.3 | C = 2.6 | D = -5.5 | E = -13.5 | F = -2.1 | G = -2.5 | H = 6.7 | I = 2.2
> COc1ccc(NC(=O)C2CC2)cc1NS(=O)(=O)c1ccc(F)cc1
  A = -1.9 | B = 10.1 | C = 9.7 | D = 7.7 | E = 0.6 | F = 1.3 | G = -2.1 | H = -5.5 | I = 0.4
> COc1ccccc1NS(=O)(=O)c1ccc(N/N=C/c2ccccc2OCC(=O)O)c([N+](=O)[O-])c1
  A = -0.7 | B = -4.8 | C = -2.1 | D = 2.6 | E = 7.7 | F = 3.8 | G = -2.6 | H = -2.8 | I = -6.1
> Cc1ccc(-n2nnnc2C(=Cc2ccc(N(C)C)cc2)c2nnnn2-c2ccc(C)cc2)cc1
  A = -2.7 | B = 1.4 | C = -2.7 | D = -6.1 | E = 1.0 | F = 1.8 | G = -3.7 | H = -13.8 | I = 3.9
> O=C(O)c1cc(-n2nnnc2SCc2ccc([N+](=O)[O-])cc2)ccc1Cl
  A = 7.4 | B = -1.3 | C = -5.8 | D = -6.6 | E = -12.7 | F = 5.4 | G = -1.8 | H = -1.5 | I = -6.4
> O=C(NCCN1CCOCC1)c1cc([N+](=O)[O-])cc([N+](=O)[O-])c1
  A = -1.9 | B = 14.9 | C = 5.4 | D = 2.4 | E = 4.1 | F = 5.8 | G = -6.5 | H = -7.1 | I = 1.3
> CC(C)CCNC(=O)CN(Cc1cccs1)C(=O)CCC(=O)Nc1nccs1
  A = -2.9 | B = 7.5 | C = 1.4 | D = 4.3 | E = -27.8 | F = 3.8 | G = -2.6 | H = -2.3 | I = 5.8
> N#Cc1ccccc1S(=O)(=O)N1CCN(c2cnccn2)CC1
  A = -2.4 | B = 0.3 | C = 1.5 | D = 0.4 | E = -4.1 | F = 5.2 | G = 1.8 | H = 2.9 | I = 1.4
> O=C(CCCNS(=O)(=O)c1cccs1)N1CCN(c2ccc(F)cc2)CC1
  A = 0.1 | B = 3.8 | C = 3.5 | D = 9.2 | E = -17.4 | F = 1.3 | G = -2.7 | H = 3.0 | I = 6.1

Screening data from PubChem.
